S1P3 antagonist: S1P3 receptor antagonists, primary screen, cell-based; inhibition, % at 4.98 µM; Sphingosine 1-phosphate receptor 3 (Homo sapiens), Q99500; CHO S1P3 NFAT-BLA reporter, FRET fluorescence, antagonist mode; actives 0.27% (n = 170,000);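 active means inhibition above the plate cutoff, the mean inhibition of test wells on that plate plus 3 SD, cut at about 28% in these data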;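 further: cells challenged with S1P at its EC80 of 0.8 µM; blue over green emission ratio from cleaved BLA substrate after 4 h stimulation; 0% = S1P-stimulated wells and 100% = unstimulated DMSO-only wells; some compounds past the cut are filed as inactive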
SRC2 TRFRET art: TR-FRET signal artefacts, primary screen, artefact control for PPARgamma SRC-2 agonist project, biochemical; TR-FRET artefact counter-screen; hits give high values; TR-FRET ratio at 8 µM; actives 0.4% (n = 200,000); AID 1049, 2008; in the data active means TR-FRET ratio above about 2000; further: inactives centre near 1500
Diaphorase act: compounds boosting diaphorase resazurin reduction – biochemical, uHTS, resorufin fluorescence, counter-screen for diaphorase-coupled primary assays, primary screen | Diaphorase/resazurin coupled assay, 16 min; hits give high values; 1 = vehicle wells, 0 = NADH-free wells | activation factor at 20 µM | actives 0.005% (n = 190,000) | AID 1229, 2008;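 active means diaphorase activity raised at least twofold by the compound at 20 µM; inactive means activation factor below 2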
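Material: bacterial diaphorase enzyme (C. kluyveri); amount: enzyme 0.07 U/mL final; reagent: NADH substrate 0.114 mM plus resazurin dye 0.1 mM, final; doses: single compound dose of 20 µM, 1% DMSO final; timing: 16 min enzyme reaction, ambient temperature; measured by: fluorescence of resorufin, 544 nm excitation, 590 nm emission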
G6PDH CS: L. mesenteroides G6PDH inhibitors, counter-screen for G6PDH-coupled screening assays, biochemical, Leuconostoc mesenteroides enzyme | glucose-6-phosphate dehydrogenase [Leuconostoc mesenteroides] | Purified L. mesenteroides G6PDH, diaphorase/resazurin coupled fluorescence, 45 min | inhibition, % at 5 µM | actives 0.12% (n = 200,000); in the data active means inhibition above about 50%
ROMK primary: ROMK potassium channel modulators, primary screen, cell-based, thallium flux, MLSMR library. ATP-sensitive inward rectifier potassium channel 1 (Homo sapiens), P48048. Tet-inducible ROMK, thallium flux fluorescence; actives lie on both sides. B-score at 10 µM. actives 2% (n = 130,000);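 active means signal ratio slope over the read window, or its plate-corrected B-score, at least 3 SD from the plate mean, either direction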;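 further: B-score of the F/F0 ratio slope over 7 to 12 s after thallium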
Diaph inh CS: diaphorase inhibitors and chemical oxidizers, primary screen, counter-screen for diaphorase-coupled primary assays, biochemical, uHTS, resorufin fluorescence. inhibition, % at 20 µM. diaphorase resazurin-to-resorufin fluorescence, NADH, 16 min; bacterial (C. kluyveri) enzyme, not human. actives 0.69% (n = 190,000);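 active means primary screen inhibition at 20 µM above a set limit, cut at about 50% in these data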;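 further: plate controls were DMSO with full reaction for no effect and wells lacking NADH for full effect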
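material = Clostridium kluyveri diaphorase enzyme | amount = 0.14 U/mL diaphorase, enzyme working solution | schedule = incubation 16 min, room temperature | detection = fluorescence of resorufin formed from resazurin, Ex 544/Em 590 nm | benchmarks = positive control minus NADH, DMSO neutral control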
PMI act hi M6P: human PMI activators, high substrate, primary screen, biochemical, fluorescence intensity, near-saturating mannose 6-phosphate; activation factor at 20 µM; Mannose-6-phosphate isomerase (Homo sapiens), P34949; AID 1216, 2008; coupled PMI enzyme assay, resazurin fluorescence, 20 min; hits give high values; 1 = untreated enzyme, 0 = substrate-free blank; actives 0.34% (n = 190,000);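 active means activation factor of 2 or more at 20 µM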
Target sequence (P34949 whole entry, looked up): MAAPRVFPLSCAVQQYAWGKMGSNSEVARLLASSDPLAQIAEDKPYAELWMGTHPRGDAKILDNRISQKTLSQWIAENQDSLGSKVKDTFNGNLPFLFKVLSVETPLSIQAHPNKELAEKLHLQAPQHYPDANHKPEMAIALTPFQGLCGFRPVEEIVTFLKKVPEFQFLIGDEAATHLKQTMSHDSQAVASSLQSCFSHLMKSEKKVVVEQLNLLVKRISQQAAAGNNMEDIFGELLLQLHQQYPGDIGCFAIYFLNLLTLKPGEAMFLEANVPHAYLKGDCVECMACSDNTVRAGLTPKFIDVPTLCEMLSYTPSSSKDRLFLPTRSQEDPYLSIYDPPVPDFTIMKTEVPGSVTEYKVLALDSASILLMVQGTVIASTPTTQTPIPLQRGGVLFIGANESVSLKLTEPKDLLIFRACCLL
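Material: human phosphomannose isomerase with PGI, G6PDH, diaphorase coupling enzymes; amount: PMI at 15 ng/mL final; also added: Mannose-6-phosphate 1.0 mM (near-saturating) plus 0.22 mM NADP+; incubation: enzyme reaction with compound 20 min at room temperature; signal: resorufin fluorescence (Ex 544/Em 590 nm) from resazurin via diaphorase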
PPARg SRC-3 ag: PPARgamma agonists recruiting SRC-3 coactivator, primary screen, biochemical; Peroxisome proliferator-activated receptor gamma (Homo sapiens), P37231; actives 0.26% (n = 200,000); activation, % at 8 µM; biochemical PPARgamma/SRC-3 coactivator recruitment assay; AID 731, 2007; in the data active means activation above about 23%;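 further: 0% = DMSO and 100% = reference agonist; some compounds past the cut are filed as inactive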
Target sequence (P37231 whole entry, looked up): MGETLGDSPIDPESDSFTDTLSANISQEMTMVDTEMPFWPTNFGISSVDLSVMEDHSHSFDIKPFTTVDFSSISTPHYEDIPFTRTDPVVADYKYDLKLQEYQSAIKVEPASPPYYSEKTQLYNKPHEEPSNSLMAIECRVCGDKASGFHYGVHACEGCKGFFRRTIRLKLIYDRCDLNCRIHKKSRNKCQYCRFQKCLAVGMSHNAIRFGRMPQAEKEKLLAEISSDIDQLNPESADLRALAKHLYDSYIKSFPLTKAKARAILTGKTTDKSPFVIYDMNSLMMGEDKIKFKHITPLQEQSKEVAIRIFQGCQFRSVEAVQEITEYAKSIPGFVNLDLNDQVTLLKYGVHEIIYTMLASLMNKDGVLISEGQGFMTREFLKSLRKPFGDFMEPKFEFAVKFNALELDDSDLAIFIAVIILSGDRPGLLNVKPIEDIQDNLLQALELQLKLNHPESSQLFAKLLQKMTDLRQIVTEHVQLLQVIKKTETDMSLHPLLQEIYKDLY
PMI act: activators of human PMI, primary screen, biochemical, fluorescence intensity, near-Km mannose 6-phosphate. Mannose-6-phosphate isomerase (Homo sapiens), P34949. purified human PMI, coupled resazurin fluorescence, 20 min; hits give high values; 1 = vehicle control, 0 substrate-free wells. activation factor at 20 µM. actives 0.005% (n = 190,000). AID 1214, 2008;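 active means activation factor of 2 or more at 20 µM, relative to plate controls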
PPARg SRC-1 ag: PPARgamma agonists recruiting SRC-1 coactivator, primary screen, biochemical | actives 0.41% (n = 200,000) | PPARgamma-SRC-1 coactivator recruitment biochemical assay | activation, % at 8 µM; in the data active means activation above about 19%;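 further: 0% = DMSO and 100% = reference agonist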
PPARg SRC-2 ag: agonists of PPARg-SRC-2 recruitment, primary screen, biochemical, HTS. Peroxisome proliferator-activated receptor gamma (Homo sapiens), P37231. PPARgamma LBD-SRC-2 recruitment. activation, % at 8 µM. actives 0.34% (n = 200,000). AID 1032, 2008; in the data active means activation above about 22%;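 further: 0% = vehicle and 100% = reference agonist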
Active calls of the source: *. Compounds as they come; any-hit rate near 3.3%.

Results for O=C(Nc1ccc(Cl)cc1C(=O)NCCN1CCOCC1)c1ccco1 ?
S1P3 antagonist: 8; SRC2 TRFRET art: 1383; Diaphorase act: 0.9; G6PDH CS: -13; Diaph inh CS: 11; PMI act hi M6P: 0.9; PPARg SRC-3 ag: 8; PMI act: 0.9; PPARg SRC-1 ag: 4; PPARg SRC-2 ag: 10

Results for CC(C)c1ccc(NC(=S)Nc2ccc3cn[nH]c3c2)cc1 ?
S1P3 antagonist: -7; SRC2 TRFRET art: 1459; Diaphorase act: 0.9; G6PDH CS: 9; ROMK primary: 0.8; Diaph inh CS: 13; PMI act hi M6P: 0.5; PPARg SRC-3 ag: 0; PMI act: 0.8; PPARg SRC-1 ag: -3; PPARg SRC-2 ag: -12

Results for CC(=O)OC1CCC2(C)C(COc3ccc4ccc(=O)oc4c3)C(C)(O)CCC2C1(C)C (centres undefined) ?
SRC2 TRFRET art: 1435; Diaphorase act: 0.8; G6PDH CS: -3; ROMK primary: 0.61; Diaph inh CS: 23; PMI act hi M6P: 0.9; PPARg SRC-3 ag: -8; PMI act: 1; PPARg SRC-1 ag: -5; PPARg SRC-2 ag: -6

Results for CCOC(=O)c1cccc(NC(=O)C(NS(=O)(=O)c2ccc3c(c2)CCN3C(C)=O)C(C)C)c1 (centres undefined) ?
S1P3 antagonist: 13; SRC2 TRFRET art: 1556; Diaphorase act: 0.9; G6PDH CS: 5; Diaph inh CS: 7; PMI act hi M6P: 1; PPARg SRC-3 ag: -3; PMI act: 1; PPARg SRC-1 ag: 8; PPARg SRC-2 ag: 4

How did CC(=O)c1ccc(NC(=O)Nc2ccncc2)cc1 do in these assays?
S1P3 antagonist: -11; SRC2 TRFRET art: 1606; Diaphorase act: 1.1; G6PDH CS: 6; ROMK primary: -0.73; Diaph inh CS: -13; PMI act hi M6P: 1; PPARg SRC-3 ag: 3; PMI act: 1; PPARg SRC-1 ag: -2; PPARg SRC-2 ag: -12

Results for O=C(NN1C(=O)C2C3C=CC(C4CC34)C2C1=O)c1ccc(Br)cc1 (centres undefined) ?
S1P3 antagonist: 3; SRC2 TRFRET art: 1534; Diaphorase act: 1; G6PDH CS: 11; ROMK primary: 0.033; Diaph inh CS: 2; PMI act hi M6P: 1; PPARg SRC-3 ag: -3; PMI act: 1; PPARg SRC-1 ag: 3; PPARg SRC-2 ag: -3

How did C=CCOC(=O)/C(=C/c1cccc2ccccc12)NC(=O)c1ccccc1 do in these assays?
S1P3 antagonist: 18; SRC2 TRFRET art: 1594; Diaphorase act: 0.8; G6PDH CS: 18; Diaph inh CS: 20; PMI act hi M6P: 0.8; PPARg SRC-3 ag: -1; PMI act: 0.7; PPARg SRC-1 ag: 6; PPARg SRC-2 ag: 3

What do the screens show for `N#C/C(=C(/O)COc1ccccc1)c1nnc2n1CCCCC2`?
S1P3 antagonist: 2; SRC2 TRFRET art: 1679; Diaphorase act: 0.9; G6PDH CS: 6; ROMK primary: -0.095; Diaph inh CS: 6; PMI act hi M6P: 1; PPARg SRC-3 ag: 3; PMI act: 1.1; PPARg SRC-1 ag: 2; PPARg SRC-2 ag: 8

What do the screens show for `O=C(CCN1C(=O)COc2ccccc21)NCc1cccnc1`?
S1P3 antagonist: 7; SRC2 TRFRET art: 1503; Diaphorase act: 1; G6PDH CS: 8; Diaph inh CS: 2; PMI act hi M6P: 1; PPARg SRC-3 ag: 4; PMI act: 1.1; PPARg SRC-1 ag: 3; PPARg SRC-2 ag: -3

Results for O=C(CSc1nc2cc(Cl)ccc2o1)NCCc1ccccc1 ?
SRC2 TRFRET art: 1672; Diaphorase act: 0.8; G6PDH CS: -2; Diaph inh CS: 22; PMI act hi M6P: 1; PPARg SRC-3 ag: 9; PMI act: 0.9; PPARg SRC-1 ag: 6; PPARg SRC-2 ag: 5

What do the screens show for `O=C(NCc1ccco1)c1cc(-c2ccc(F)cc2)on1`?
S1P3 antagonist: 12; SRC2 TRFRET art: 1522; Diaphorase act: 1.1; G6PDH CS: 4; Diaph inh CS: -7; PMI act hi M6P: 1; PPARg SRC-3 ag: 0; PMI act: 1.1; PPARg SRC-1 ag: 3; PPARg SRC-2 ag: 5

How did CC(C)OCCCNC(=O)C1CC(=O)N(C2CCCCCCC2)C1 (centres undefined) do in these assays?
S1P3 antagonist: 9; SRC2 TRFRET art: 1477; Diaphorase act: 0.8; G6PDH CS: -6; ROMK primary: -0.49; Diaph inh CS: 17; PMI act hi M6P: 1; PPARg SRC-3 ag: 8; PMI act: 1; PPARg SRC-1 ag: 10; PPARg SRC-2 ag: -4

Fetched by structure from the list above, 3 records:
What do the screens show for `O=C(NCc1ccco1)c1cc(-c2ccc(F)cc2)on1`?
S1P3 antagonist: 12; SRC2 TRFRET art: 1522; Diaphorase act: 1.1; G6PDH CS: 4; Diaph inh CS: -7; PMI act hi M6P: 1; PPARg SRC-3 ag: 0; PMI act: 1.1; PPARg SRC-1 ag: 3; PPARg SRC-2 ag: 5

Results for CC(C)c1ccc(NC(=S)Nc2ccc3cn[nH]c3c2)cc1 ?
S1P3 antagonist: -7; SRC2 TRFRET art: 1459; Diaphorase act: 0.9; G6PDH CS: 9; ROMK primary: 0.8; Diaph inh CS: 13; PMI act hi M6P: 0.5; PPARg SRC-3 ag: 0; PMI act: 0.8; PPARg SRC-1 ag: -3; PPARg SRC-2 ag: -12

Results for CC(=O)OC1CCC2(C)C(COc3ccc4ccc(=O)oc4c3)C(C)(O)CCC2C1(C)C (centres undefined) ?
SRC2 TRFRET art: 1435; Diaphorase act: 0.8; G6PDH CS: -3; ROMK primary: 0.61; Diaph inh CS: 23; PMI act hi M6P: 0.9; PPARg SRC-3 ag: -8; PMI act: 1; PPARg SRC-1 ag: -5; PPARg SRC-2 ag: -6

Next entries
What do the screens show for `COc1cc2[nH]c(=O)n(CCC(=O)NCc3cccnc3)c(=O)c2cc1OC`?
SRC2 TRFRET art: 1323; Diaphorase act: 0.9; G6PDH CS: -2; Diaph inh CS: 11; PMI act hi M6P: 0.9; PPARg SRC-3 ag: -5; PMI act: 0.9; PPARg SRC-1 ag: -4; PPARg SRC-2 ag: -3

Results for COc1ccc(NC(=O)c2nc(C)n(-c3ccc([N+](=O)[O-])cc3)n2)cc1 ?
S1P3 antagonist: -19; SRC2 TRFRET art: 1515; Diaphorase act: 1; G6PDH CS: 1; ROMK primary: 0.77; Diaph inh CS: 2; PMI act hi M6P: 1; PPARg SRC-3 ag: 0; PMI act: 1; PPARg SRC-1 ag: 4; PPARg SRC-2 ag: -3

How did CCCCNC(=O)CSc1nc2ccc(NC(=O)CSc3nnc(COc4ccccc4C)n3C)cc2s1 do in these assays?
SRC2 TRFRET art: 1474; Diaphorase act: 1; G6PDH CS: 7; ROMK primary: 0.27; Diaph inh CS: -1; PMI act hi M6P: 1.3; PPARg SRC-3 ag: -5; PMI act: 1.1; PPARg SRC-1 ag: -2; PPARg SRC-2 ag: 2

How did O=C(NC(C(=O)c1ccccc1)N1CCOCC1)c1cccs1 (centres undefined) do in these assays?
S1P3 antagonist: -24; SRC2 TRFRET art: 1679; Diaphorase act: 1.1; G6PDH CS: 19; ROMK primary: -0.0013; Diaph inh CS: -10; PMI act hi M6P: 1.1; PPARg SRC-3 ag: -1; PMI act: 1.1; PPARg SRC-1 ag: 2; PPARg SRC-2 ag: 5

Results for O=C(Cc1cccc2ccccc12)N1CCN(c2ncccn2)CC1 ?
S1P3 antagonist: -4; SRC2 TRFRET art: 1705; Diaphorase act: 1; G6PDH CS: -1; ROMK primary: -1.5; Diaph inh CS: 0; PMI act hi M6P: 1; PPARg SRC-3 ag: 9; PMI act: 1.1; PPARg SRC-1 ag: 3; PPARg SRC-2 ag: 7

What do the screens show for `CC1CCCCN1S(=O)(=O)c1cn(C)c(=O)n(C)c1=O` (centres undefined)?
S1P3 antagonist: -13; SRC2 TRFRET art: 1338; Diaphorase act: 1.1; G6PDH CS: 8; Diaph inh CS: -8; PMI act hi M6P: 1; PPARg SRC-3 ag: 2; PMI act: 1; PPARg SRC-1 ag: -1; PPARg SRC-2 ag: -6

What do the screens show for `CC(=O)c1ccc(OCC(O)CN2CCN(Cc3ccccc3)CC2)cc1` (centres undefined)?
S1P3 antagonist: -4; SRC2 TRFRET art: 1556; Diaphorase act: 1; G6PDH CS: -1; Diaph inh CS: -2; PMI act hi M6P: 1.2; PPARg SRC-3 ag: 6; PMI act: 1.1; PPARg SRC-1 ag: -4; PPARg SRC-2 ag: -1

How did O=S(=O)(c1ccc(NC(=S)Nc2ccc3c(c2)OCO3)cc1)N1CCOCC1 do in these assays?
S1P3 antagonist: 0; SRC2 TRFRET art: 1861; Diaphorase act: 0.8; G6PDH CS: 10; ROMK primary: 0.42; Diaph inh CS: 25; PMI act hi M6P: 0.5; PPARg SRC-3 ag: 0; PMI act: 0.8; PPARg SRC-1 ag: -1; PPARg SRC-2 ag: 8

Results for O=[N+]([O-])c1ccc(-c2csc(N/N=C/c3cccnc3)n2)cc1 ?
S1P3 antagonist: 1; SRC2 TRFRET art: 1408; Diaphorase act: 1; G6PDH CS: -4; ROMK primary: -0.82; Diaph inh CS: -2; PMI act hi M6P: 1.1; PPARg SRC-3 ag: -3; PMI act: 1.1; PPARg SRC-1 ag: -5; PPARg SRC-2 ag: 1

Compound activity as filed in PubChem BioAssay.
